HTRA1 inhibitor: HTRA1 (human) protease inhibition. Q92743. recombinant HTRA1, FP-rhodamine activity-based probe, fluorescence polarization. inhibition, % at 5.96 µM. hit rate 0.5% among 340,000. AID 504803; in the data active = inhibition above about 36%;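 note: 0% = enzyme with DMSO and 100% = wells lacking enzyme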
SIAE inh: human SIAE inhibition, primary screen | SIAE FP-Rh probe binding, fluorescence polarization | inhibition, % at 9.66 µM | hit rate 0.69% among 370,000 | AID 1053197;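 active = inhibition above a cutoff: mean of compounds within the control limits plus 3 SD of those, cut at about 17% in these data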;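 note: 0% = plate median of compound wells and 100% = probe without SIAE protein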
Target sequence (Q9HAT2 whole entry, looked up): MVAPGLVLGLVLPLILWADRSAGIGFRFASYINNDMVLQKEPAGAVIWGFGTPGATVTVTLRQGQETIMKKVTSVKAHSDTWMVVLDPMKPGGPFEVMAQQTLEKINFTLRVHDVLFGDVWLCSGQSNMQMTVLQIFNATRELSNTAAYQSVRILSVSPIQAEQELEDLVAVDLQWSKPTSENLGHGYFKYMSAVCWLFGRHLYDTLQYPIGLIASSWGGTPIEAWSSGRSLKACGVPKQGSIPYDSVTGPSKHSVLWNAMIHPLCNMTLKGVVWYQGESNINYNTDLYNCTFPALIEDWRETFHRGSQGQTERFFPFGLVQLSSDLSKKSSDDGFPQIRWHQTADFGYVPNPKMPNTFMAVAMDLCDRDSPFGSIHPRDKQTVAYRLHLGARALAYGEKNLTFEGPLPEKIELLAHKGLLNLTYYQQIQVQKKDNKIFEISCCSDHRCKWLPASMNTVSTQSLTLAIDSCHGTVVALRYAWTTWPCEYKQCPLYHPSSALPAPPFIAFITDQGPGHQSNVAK
TDP2 absorb: blocks human TDP2 phosphodiesterase activity; O95551; recombinant TDP2, T5PNP hydrolysis, p-nitrophenol absorbance 415 nm; inhibition, % at 12.8 µM; hit rate 0.34% among 370,000; AID 720702;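 active = inhibition above the mean of all tested compounds plus 3 SD, set per campaign, cut at about 25% in these data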;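 note: 0% = DMSO with enzyme and 100% = buffer with substrate but no TDP2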
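Assay system: Recombinant human TDP2 | Quantity: 120 nM TDP2 per well | Incubation: 2 h at 37 °C | Signal: Epi absorbance | Evaluation: Percent inhibition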
ABHD4 inh: inhibits mouse alpha/beta hydrolase domain 4 | Q8VD66 | purified mABHD4, FP-Rh probe fluorescence polarization | inhibition, % at 8.92 µM | hit rate 0.54% among 370,000;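 active = inhibition exceeding the mean over every tested compound plus 3 SD, cut at about 30% in these data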;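 note: 0% = plate median of compound wells and 100% = S159A mutant with DMSO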
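System: mouse ABHD4 enzyme, wild type / Medium: HEPES pH 7.0, NaCl, Pluronic buffer / Reagent: FP-Rh activity-based fluorescent probe / Control set: S159A mutant high control, sample median low control / Detection: fluorescence polarization with parallel and perpendicular emission, 525/598 nm / Schedule: 45 min + 60 min at 25 °C / Compound dosing: 8.92 µM, single dose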
PRMT1 inh: inhibitors of human PRMT1; Q99873; recombinant PRMT1, activity-based probe fluorescence polarization; inhibition, % at 2.79 µM; hit rate 1.3% among 370,000; AID 652257;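 active = inhibition above about 21% made by adding two undisclosed values, limit read from the data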
Target sequence (Q99873 whole entry, looked up): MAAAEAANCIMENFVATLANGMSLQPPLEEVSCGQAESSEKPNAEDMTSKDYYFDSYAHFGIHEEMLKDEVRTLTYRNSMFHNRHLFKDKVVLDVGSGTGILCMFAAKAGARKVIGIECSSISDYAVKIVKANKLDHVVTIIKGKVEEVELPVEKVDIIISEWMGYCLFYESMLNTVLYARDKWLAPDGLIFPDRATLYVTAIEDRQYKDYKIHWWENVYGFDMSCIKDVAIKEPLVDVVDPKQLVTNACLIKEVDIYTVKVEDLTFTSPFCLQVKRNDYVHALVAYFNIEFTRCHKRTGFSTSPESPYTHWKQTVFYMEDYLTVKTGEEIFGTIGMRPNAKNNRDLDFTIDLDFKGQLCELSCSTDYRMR
Rev-erbA mod: modulates human Rev-erb alpha binding to DNA | activity, % at 10 µM | AID 1259318 | P20393 | Rev-erbα–FITC-DNA binding, fluorescence polarization, 90 min | hit rate 0.79% among 370,000;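 active = activity above about 14%, limit read from the data; passing the limit was not always enough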;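 note: 0% = DMSO wells with 35 nM protein and 100% = DMSO wells with 750 nM protein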
rCAG binder: binds r(CAG) RNA repeats; r(CAG) RNA repeat, TO-PRO-1 dye displacement fluorescence; hit rate 1.3% among 370,000; AID 651821; inhibition, % at 3 µM;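 active = inhibition above the plate cutoff, the mean of all test compounds on that plate plus 3 SD, cut at about 35% in these data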;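 note: 0% = DMSO alone and 100% = 100 µM mitoxantrone as full dye displacement; higher means more dye released from RNA so lower well fluorescence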
TCR-CD3 inh: human TCR-CD3 binding inhibition. AID 651800. hit rate 0.37% among 360,000. TAMRA-labeled TCR probe fluorescence, biochemical. inhibition, % at 9.4 µM; in the data active = inhibition above about 19%;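 note: recombinant mutant TCR 2C K166C tagged with TAMRA read by polarization; 0% = receptor in buffer alone and 100% = receptor with positive control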
LEDGF integ inh: blocks HIV-1 LEDGF/p75-dependent DNA integration; hit rate 0.64% among 370,000; TR-FRET IN-LEDGF/p75 DNA integration, Eu/Cy5; inhibition, % at 3.7 µM; AID 743269;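 active = inhibition above the screen-wide mean plus 3 SD, cut at about 13% in these data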;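 note: signal is the Cy5 over europium emission ratio at 671 and 618 nm; 0% = plate median of compound wells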
PG9 binder: small molecules binding HIV-1 gp120 antibody PG9; TR-FRET gp120-PG9 antibody binding; hit rate 0.43% among 360,000; AID 624416; inhibition, % at 6.7 µM; in the data active = inhibition above about 8.5%
* = called active by the depositor; . = no result given.

SMILES	HTRA1 inhibitor	SIAE inh	TDP2 absorb	ABHD4 inh	PRMT1 inh	Rev-erbA mod	rCAG binder	TCR-CD3 inh	LEDGF integ inh	PG9 binder
C=CCn1c(=O)c(C(=O)Nc2cccnc2)c(O)c2ccccc21	-0.7	-6.2	7.1	0.4	-0.8	-5.0	6.0	0.8	-1.8	-1.1
COc1ccc(C(=S)NC2CCCCC2)cc1	-4.2	4.3	-9.7	-5.4	15.9	4.6	3.1	-14.2	0.7	-1.5
CCCSc1nc(C)c2cc(C)cc(C)c2n1	-0.6	11.7	-6.6	-7.2	-2.9	-5.0	1.5	-3.6	1.7	0.3
OCC#CCSc1nnc(-c2ccc(Br)cc2)o1	5.4	3.0	7.5	-3.1	1.0	-5.6	-1.9	3.8	-5.4	-1.9
COc1ccc(CC(=O)Nc2cccc(/C(C)=N/NC(=O)c3cccc([N+](=O)[O-])c3)c2)cc1	-1.4	-3.5	0.0	2.2	-0.8	0.6	4.3	0.7	9.8	-2.0
CCN(c1cccc(C(F)(F)F)c1)S(=O)(=O)c1ccc2c(c1)CCN2C(=O)C1CC1	-20.3	-2.7	5.5	-18.4	-0.3	3.3	-2.0	3.8	-2.0	0.5
CC(=O)c1cccc(NC(=O)CSc2nnc(C(C)N(C)C)n2Cc2ccccc2)c1 (configuration not stated)	-8.6	-0.2	3.8	1.5	4.2	-4.6	-5.3	-4.0	-0.5	-1.4
Cc1ccc(-n2cnc(=O)c3cccnc32)cc1	3.4	-6.0	0.1	0.0	-1.1	-1.9	-1.0	4.0	-3.8	-0.1
COc1ccc(C(=O)/C=C/Sc2nc3ccccc3o2)cc1	2.2	-1.9	9.4	0.0	5.2	-3.3	4.1	1.9	2.8	-1.2
CC(C)n1c(N2CCN(CC(=O)NCc3cccs3)CC2)nc2ccccc21	0.3	3.1	3.6	4.5	-0.9	-2.5	-4.7	-0.9	3.4	0.9
CC(=O)c1ccc(OC(=O)C2CSC3(C)CCC(=O)N23)cc1 (configuration not stated)	0.5	-0.9	-0.3	1.6	1.6	-2.2	4.5	1.6	-2.1	0.7
COc1ccc(CCN2C(=NC(=O)CC(C)C)SC3CS(=O)(=O)CC32)cc1OC (configuration not stated)	6.0	2.7	1.5	-3.5	-0.7	-1.5	-6.6	-5.3	-0.3	-0.5
CC1CC(C)CN(CCCNC(=O)Cn2ncc3c([nH]c4ccccc43)c2=O)C1 (configuration not stated)	4.8	-2.2	6.4	-4.9	-0.7	-1.1	4.4	-1.3	-0.7	0.0
O=C(NCc1ccccc1)c1ccc(NC(=O)C2CCCC2)cc1	-6.0	0.9	-0.7	0.2	2.8	-9.1	-1.0	-4.8	-2.8	-0.5
COc1cc2[nH]c(C(=O)N3CCc4ccccc4C3)cc2c(OC)c1OC	-4.8	5.4	18.0	1.4	-2.3	-4.4	-5.5	1.5	-4.1	1.3
N#Cc1cccnc1Oc1ccccc1	4.7	2.0	5.3	0.0	4.2	-1.6	-0.6	-10.6	-4.1	-0.6
COc1ccc(C(=O)N2CCN(c3ccc(C)cc3)CC2)cc1OC	0.5	10.0	-5.0	-1.9	-6.5	-3.9	3.0	4.3	5.1	-0.9
CC(C)OC(=O)n1c(=S)oc2ccccc21	0.6	5.4	6.6	-2.7	-1.5	-0.9	2.2	2.7	-3.0	1.4
NCCc1nnc(SCc2ccccc2Cl)o1	.	-0.8	8.1	2.7	-5.3	0.2	-0.6	-3.4	3.8	0.9
CC(C)N(C(=O)CSc1nc(Cc2ccccc2)nc2ccccc12)C(C)C	-34.7	-3.0	-4.0	-7.0	3.3	-0.9	-4.2	-0.5	-1.8	1.1
O=C(CSc1c(Cl)cccc1Cl)NC1CCCc2ccccc21 (configuration not stated)	-8.8	8.7	-15.1	-0.2	-0.1	-4.1	6.0	-3.5	0.7	-1.4
CCN(CC)S(=O)(=O)c1cccc(C(=O)OCC(=O)C23CC4CC(CC(C4)C2)C3)c1	-2.5	-2.1	9.3	3.1	0.2	3.7	2.0	7.6	1.0	-1.1
CC1CC(C)CN(C(=O)C(NS(=O)(=O)c2ccc(Br)s2)c2ccccc2)C1 (configuration not stated)	-27.4	2.1	-1.5	-0.1	2.1	1.3	-4.3	5.1	2.0	0.1
CC1CCN(c2ccc(C(=O)O)cc2NS(=O)(=O)c2ccccc2)CC1	.	8.4	2.3	36.8*	0.1	-0.5	17.1	.	-0.6	.
Cc1ccc(C(C(=O)NC2CCCC2)N(Cc2ccc(F)cc2)C(=O)c2csnn2)o1 (configuration not stated)	-6.4	15.7	-0.6	-4.1	0.4	-5.8	-7.6	9.5	-0.2	-0.6
CCOC(=O)N1CCN(C(c2ccnc3ccccc23)c2nnnn2-c2c(C)cccc2C)CC1 (configuration not stated)	.	-0.9	-6.8	5.5	-3.3	-2.3	1.9	-3.0	2.1	-1.7
COc1ccc(/C=C2\SC(=S)N(CC(=O)N3CCN(C)CC3)C2=O)cc1	.	0.2	5.0	1.8	-4.2	2.7	-2.2	3.1	-2.0	-3.3
Cc1ccccc1CN1CCCCC(NC(=O)c2cccc(C(F)(F)F)c2)C1=O (configuration not stated)	.	0.1	1.6	-0.6	-5.0	-1.6	-2.7	.	1.9	.
Cc1cc(C)n(-c2ccc(NC(=O)C3CCN(Cc4ccccn4)CC3)cc2)n1	-4.1	7.6	4.7	-5.4	-5.0	-7.3	-3.6	5.0	1.1	0.0
COc1cccc(C(=O)NN2c3ccccc3CCc3ccccc32)c1	-10.4	-2.6	8.3	5.4	-0.4	-1.3	1.9	5.3	-1.8	0.5
Cc1cc(C)cc(OCc2nnc(SCC(=O)OC(C)C)o2)c1	0.1	3.8	1.5	4.9	0.8	-0.6	-6.6	4.2	-0.7	0.4
Cc1ccc(C(=O)NC2CCC(C)CC2)s1 (configuration not stated)	-1.3	2.5	10.9	8.8	-2.0	-1.5	-3.8	0.9	-3.2	2.9
O=[N+]([O-])c1ccc(/C=N/Nc2ncccc2[N+](=O)[O-])s1	7.3	-1.8	18.2	7.8	-1.7	5.3	-0.4	-7.9	-1.9	-0.9
Cc1cc(NS(=O)(=O)c2ccc(NC(=O)c3oc4ccccc4c3C)cc2)no1	-10.1	-6.4	-2.5	-11.1	-2.0	-3.8	40.7*	1.9	3.1	0.7
CN1CCN(C(=O)Nc2ccc([N+](=O)[O-])cc2)CC1	-2.1	2.5	-1.0	-1.7	-1.1	-0.8	-0.8	5.1	4.7	-2.4
N=c1ccn2c(n1)O[C@H]1[C@@H](CO)[C@H](O)O[C@H]12	0.5	-3.5	0.9	1.1	1.8	3.5	0.6	0.8	-3.5	-1.9
CCCc1cc(=O)[nH]c(Nc2cc(OC)ccc2OC)n1	5.5	4.2	3.8	8.3	-2.5	-9.0	-0.4	0.3	0.4	-1.7
CCN(CC)S(=O)(=O)c1cc(NC(=O)CSc2nccn2C)ccc1C	5.4	3.7	-1.1	3.1	-6.3	-3.6	-6.1	-0.2	3.2	0.1
CCCn1c(N)c(C(=O)CSc2nc3ccccc3s2)c(=O)[nH]c1=O	-18.3	-5.5	6.7	-13.6	11.0	-1.2	6.8	-1.2	-1.5	-3.1
COC(=O)C1=C(C)N(C)C(=NCc2ccc(C(F)(F)F)cc2)NC1c1ccc(Cl)cc1 (configuration not stated)	.	-5.0	-10.8	9.9	-1.6	-8.4	8.4	6.6	6.3	-1.3
Cc1ccc(CNC(=O)CSc2nnc3c(n2)[nH]c2ccccc23)cc1	5.4	-1.1	11.0	4.9	6.2	-6.2	1.8	-3.6	-0.9	0.9
Cc1ccc(S(=O)(=O)NCc2cccnc2)s1	-0.2	2.9	-1.1	9.3	-0.3	0.4	1.5	5.5	-0.7	1.2
Nc1nc(SCc2ccccc2Cl)c2ncn(C3OC(CO)C(O)C3O)c2n1 (configuration not stated)	5.9	-8.7	6.6	-4.2	1.0	-7.2	1.2	0.5	-2.8	0.2
C[C@@H]1CN([C@@H](C)CO)C(=O)CCCn2nncc2CO[C@@H]1CN(C)C(=O)Nc1ccccc1	4.2	-1.5	-7.0	-5.1	-3.0	1.3	2.1	0.2	1.2	0.9
COc1ccc(N2C(=O)CC(N(CCc3ccccc3)C(=O)/C=C/C(=O)O)C2=O)cc1 (configuration not stated)	-3.6	1.8	-3.0	8.4	9.9	0.0	0.0	6.5	-2.1	-0.5
COC(=O)c1ccccc1NC(=O)CSc1nnc(C(CO)NC(=O)c2ccccc2Cl)n1C (configuration not stated)	0.0	-0.2	-2.8	3.5	0.9	-0.2	8.5	0.2	-2.5	0.0
CC[C@H](C)/C=C(C)/C=C/C1=CC2=CC(=O)[C@]3(C)OC(=O)[C@@H](C(C)=O)[C@@H]3C2=CO1	10.2	3.5	-3.9	11.3	13.3	-4.5	7.0	-3.8	5.9	1.1
CCC1=C(OC(=O)N(CC)CC)N2C(=O)OC(=NCCc3c[nH]c4ccccc34)[C@]2(C)[C@H]2C1=CC[C@H]1C(=O)N(CC)C(=O)[C@H]12	-3.6	0.0	-10.1	4.0	-1.7	-1.7	-1.5	7.2	-4.4	0.2
COc1cccc(-n2ccnc2SCC(=O)Nc2ccccc2)c1	-0.3	-0.8	-8.0	3.7	0.6	0.0	1.0	-9.7	-5.4	-1.4
CC(Oc1ccccc1)c1nnc(SCC(=O)NC2CC2)n1C (configuration not stated)	1.1	4.8	4.3	1.9	3.1	4.6	-3.7	-2.6	1.1	-1.7
Cn1c(=O)cc(Cl)[nH]c1=O	0.6	-2.0	1.9	4.3	2.7	1.1	0.3	-2.7	-1.3	-1.0
CCC1C(=O)NCCN1C(=O)c1cccc(OC2CCN(S(=O)(=O)N(C)C)CC2)c1 (configuration not stated)	3.3	6.5	-2.5	-2.2	-2.5	-0.8	0.5	4.9	3.7	2.2
COc1cc(OC)c(OC)cc1CNCCNC(=O)c1nonc1N	0.7	-3.5	1.8	1.0	-2.7	-5.9	-0.1	2.2	0.5	-2.0
Cc1ccc(NC(=O)c2ccc(Cl)c(NC(=O)c3cccs3)c2)cc1	-77.2	-23.8	3.5	-23.7	0.4	2.5	1.4	10.4	-2.4	-1.1
C/C(CC(=O)NCCN1CCOCC1)=N\NC(=O)c1ccncc1	-2.7	-3.0	3.6	0.7	1.1	-3.2	-1.7	-5.8	-3.1	-1.3
CCOC(=O)c1nn(-c2ccc(C)c(C)c2)cc1O	-0.1	8.8	-7.6	2.2	0.3	1.2	0.5	-1.2	-2.7	-1.8

Full records, looked up by structure. Values in the order: HTRA1 inhibitor	SIAE inh	TDP2 absorb	ABHD4 inh	PRMT1 inh	Rev-erbA mod	rCAG binder	TCR-CD3 inh	LEDGF integ inh	PG9 binder
Cc1ccc(-n2cnc(=O)c3cccnc32)cc1 is listed as 3.4	-6.0	0.1	0.0	-1.1	-1.9	-1.0	4.0	-3.8	-0.1
COC(=O)c1ccccc1NC(=O)CSc1nnc(C(CO)NC(=O)c2ccccc2Cl)n1C (configuration not stated) is listed as 0.0	-0.2	-2.8	3.5	0.9	-0.2	8.5	0.2	-2.5	0.0
COc1ccc(CC(=O)Nc2cccc(/C(C)=N/NC(=O)c3cccc([N+](=O)[O-])c3)c2)cc1 is listed as -1.4	-3.5	0.0	2.2	-0.8	0.6	4.3	0.7	9.8	-2.0

Only part of the results is shown; the hit share may differ from the screen's.
